Assay outcomes (PubChem BioAssay)
SKN-1 block: C. elegans SKN-1 inhibition; 0.49% of 360,000 active; C. elegans VP596 Pgst-4::GFP/RFP ratio, acrylamide-induced, 24 h; inhibition, % at 21.8 µM;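 active = interference check ratio from 0.5 to 1.5 plus GFP to RFP signal ratio inhibition reaching or exceeding a fixed threshold, cut at about 30% in these data, passing the limit was not always enough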; note: some compounds called inactive have numbers as strong as hits
FAS TE block: FAS thioesterase (human) inhibition; recombinant FAS-TE, OMFH fluorogenic substrate, fluorescence endpoint; AID 602261; P49327; inhibition, % at 15 µM; 0.67% of 360,000 active;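 active = compounds whose normalised, plate-corrected inhibition of enzyme fluorescence in the single-dose primary screen is 50% or more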;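 note: 0% = DMSO with enzyme and 100% = substrate without enzyme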
Tb MetRS inh: blocks T. brucei methionyl-tRNA synthetase activity. inhibition, % at 11.9 µM. purified T. brucei MetRS, ATP depletion, Kinase-Glo luminescence. 0.4% of 360,000 active;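 active = inhibition above a per-plate cutoff of the control wells' mean inhibition plus 3 SD, cut at about 5.5% in these data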;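 note: 0% = DMSO wells median and 100% = median of wells with control inhibitor compound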
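assay system = parasite MetRS enzyme | timing = 15 min preincubation, 2 h reaction, all 25 °C | evaluation = percent inhibition relative to median high and low control wells | medium = HEPES buffer containing pyrophosphatase, BSA, spermine, DTT | compound = single dose, 11.9 µM final nominal, 0.9% final DMSO | detection = Kinase-Glo luminescence, ATP depletion format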
PABP1 MLLE inh: blocks PAM2 peptide binding to the PABP1 MLLE domain. inhibition, % at 20 µM. GST-MLLE / FITC-PAM2 fluorescence polarization. 0.36% of 360,000 active. P11940; in the data active = inhibition above about 35%, passing the limit was not always enough;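 note: plate controls were DMSO wells with GST-MLLE for no effect and wells lacking GST-MLLE protein for full effect; some results filed as inactive read as strong as hits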
MT1-MMP act inh: inhibitors of human MT1-MMP activation; 0.061% of 360,000 active; AID 651647; HT1080 RFP-PRO-GFP cells, GFP/RFP ratio fluorescence, overnight; percent of plate control window, DMSO zero; GFP/RFP ratio change, % at 20 µM; P50281;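 active = GFP/RFP ratio change of at least 30% with cell ATP level not reduced by more than half and red fluorescence within 50% of control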; note: strong numbers were not always called active
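Test system: HT1080 RFP-PRO-GFP cells; Benchmarks: DMSO and RFP-L50D-GFP cell wells; Timing: cells overnight before dosing, compound overnight, 37 °C, 5% CO2; Compound: one 20 µM compound dose with 1% DMSO; Read-out: GFP/RFP fluorescence ratio.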
E coli Lon inh: inhibitors of E. coli Lon protease | P0A9M0 | purified E. coli Lon protease, fluorescence polarization | inhibition, % at 7.94 µM | 0.42% of 360,000 active | AID 602123; in the data active = inhibition above about 13%, passing the limit was not always enough;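 note: 0% = enzyme with probe and DMSO and 100% = no enzyme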
bovine MsrA act: activators of bovine methionine sulfoxide reductase A; purified bovine MsrA, absorbance read-out; activation, % at 10.6 µM; 0.3% of 360,000 active; AID 602163; in the data active = activation above about 7.5%;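 note: 0% = vehicle and 100% = reference activator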
NRP1-CendR mod: alters CendR peptide binding to human NRP-1 | O14786 | FAM-RPARPAR peptide binding to NRP-1, fluorescence polarization | inhibition, % at 25 µM | 0.85% of 360,000 active | AID 602438;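 active = inhibition or corrected inhibition above about 18%, plus a signal ratio from 0.5 to 1.5, limit read from the data, passing the limit was not always enough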; note: strong numbers were not always called active
Target sequence (O14786 whole entry, looked up): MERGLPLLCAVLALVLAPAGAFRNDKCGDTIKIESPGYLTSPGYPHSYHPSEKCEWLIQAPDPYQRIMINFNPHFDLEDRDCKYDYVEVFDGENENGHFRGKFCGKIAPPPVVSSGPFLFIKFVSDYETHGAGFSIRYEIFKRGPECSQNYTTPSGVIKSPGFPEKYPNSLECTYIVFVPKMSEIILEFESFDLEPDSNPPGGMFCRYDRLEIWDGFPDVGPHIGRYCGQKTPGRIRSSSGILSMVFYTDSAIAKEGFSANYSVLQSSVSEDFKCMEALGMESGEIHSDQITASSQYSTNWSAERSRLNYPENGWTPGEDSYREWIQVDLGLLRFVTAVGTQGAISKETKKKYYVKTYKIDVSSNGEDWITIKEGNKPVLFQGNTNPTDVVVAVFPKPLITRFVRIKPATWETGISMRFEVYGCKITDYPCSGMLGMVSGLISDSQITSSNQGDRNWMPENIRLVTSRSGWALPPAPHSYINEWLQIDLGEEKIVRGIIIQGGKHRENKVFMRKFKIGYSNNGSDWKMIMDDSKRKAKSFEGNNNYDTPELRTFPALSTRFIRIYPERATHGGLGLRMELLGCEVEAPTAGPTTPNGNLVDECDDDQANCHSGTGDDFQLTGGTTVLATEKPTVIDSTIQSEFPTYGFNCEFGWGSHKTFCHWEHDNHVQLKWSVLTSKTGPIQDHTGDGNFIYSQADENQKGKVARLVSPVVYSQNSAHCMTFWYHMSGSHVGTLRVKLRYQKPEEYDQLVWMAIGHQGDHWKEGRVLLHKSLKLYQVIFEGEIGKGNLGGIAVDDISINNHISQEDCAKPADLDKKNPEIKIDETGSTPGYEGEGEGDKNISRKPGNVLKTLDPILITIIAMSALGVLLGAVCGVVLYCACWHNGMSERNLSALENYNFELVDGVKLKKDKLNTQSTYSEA
MsrA inhibitor: bovine MsrA inhibition | purified bovine MsrA, absorbance read-out | inhibition, % at 15.5 µM | 0.75% of 360,000 active; in the data active = inhibition above about 4.5%;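 note: 0% = vehicle wells with enzyme and 100% = reference inhibitor wells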
An asterisk follows results filed as active.

SMILES	SKN-1 block	FAS TE block	Tb MetRS inh	PABP1 MLLE inh	MT1-MMP act inh	E coli Lon inh	bovine MsrA act	NRP1-CendR mod	MsrA inhibitor
CCCCCn1c(SCCC(C)C)nc2c1c(=O)[nH]c(=O)n2C	-13	-85	-0.6	22	-7	-2	-2	-12	1.1
CCOC(=O)c1cnn(-c2ccccc2)c1N	12	-6	-1.1	-7	6	-11	-3	4	0.4
CN(Cc1ccccc1)C(=O)c1ccc(NC(=O)Cc2cccc(NC(=O)C3CCCN(C(=O)CCc4ccccc4)C3)c2)cc1 (stereo not given)	14	2	-0.1	-3	-1	-2	-1	-4	0.8
CC1CC(C)CN(C(=O)C2CCN(S(=O)(=O)c3ccc4c(c3)CC(C)N4C(=O)C3CC3)CC2)C1 (stereo not given)	9	10	0.2	-11	-4	4	-1	9	-0.3
O=C(NNC(=O)C1CC=CCC1)c1cccc(Br)c1 (stereo not given)	-3	-4	0.1	4	0	7	-3	-4	-0.6
O=S(=O)(Nc1nc2ccccc2nc1NCC1CCCO1)c1cccc(Cl)c1 (stereo not given)	-12	0	-0.7	-2	4	-11	-8	-2	1.8
COc1ccc(NC(=S)NN2C(C)CCCC2C)cc1 (stereo not given)	17	-9	-0.6	-10	-2	7	-2	9	-0.6
CSc1ccccc1NC(=O)Nc1ccc(F)c(Cl)c1	2	-3	0.1	11	-8	-7	-1	-1	-0.3
O=C(O)CSC1CC(=O)N(c2cccc(Cl)c2)C1=O (stereo not given)	5	-5	-0.8	34	0	6	-3	7	-0.2
COC(=O)c1c(SCc2ccc(C#N)cc2)nc(=O)[nH]c1C	5	2	0.4	-13	0	-9	-2	0	1.0
COc1cccc(NC(=O)c2ccc[n+](C)c2)c1	10	-5	-0.3	-131	-3	1	-2	5	0.3
O=C(Nc1ccc2c(c1)OCO2)C1CC(c2ccc(Cl)cc2)=NO1 (stereo not given)	26	-2	0.3	-14	11	-3	-2	3	-0.9
Cc1cc(C)nc(SCc2nc3nc(C)cc(C)n3c2Br)n1	9	-3	0.0	12	-2	-15	-3	-5	0.2
CC(=O)N1CCN(CC(=O)Nc2ccc([N+](=O)[O-])cc2Br)CC1	-7	-4	1.3	-1	-2	-8	-1	-5	1.6
Cc1nc(NC(=O)CSc2nnnn2Cc2ccccc2)sc1C	14	4	-0.3	-8	-5	0	-3	-5	-0.1
O=c1[nH]nc(Cc2ccc(-c3ccc(Cl)cc3)o2)c2ccccc12	-19	-5	-0.3	10	-2	2	-6	3	0.5
COc1cc(C(=O)CCc2ccc3c(c2)OCO3)cc(OC)c1OC	-1	8	-0.4	2	-1	11	-2	15	0.0
O=C(O)c1ccc(S(=O)(=O)/N=C2\C=C(Nc3ccccc3F)C(=O)c3ccccc32)cc1	13	17	9.2*	26	10	4	-2	19*	46*
COc1ccc(CN2CCC(n3nccc3NC(=O)C3CC3)CC2)c(OC)c1OC	13	-9	-0.1	-5	3	-5	-1	9	0.1
COc1ccc(N(CC(=O)Nc2c(C)n(C)n(-c3ccccc3)c2=O)S(=O)(=O)c2ccc(C)cc2)cc1OC	11	-4	-0.6	3	0	-9	-4	15	-1.4
CN(C)c1ccnc(SCc2ccccc2Cl)c1C#N	20	13	-0.4	8	-2	-4	-3	-20	-0.4
Cc1c(OC(C)C(=O)NCc2ccncc2)ccc2c3c(c(=O)oc12)CCC3 (stereo not given)	17	-5	-0.5	6	2	15	-3	12	1.6
O=C(c1ccco1)N1CCN(Cc2nc(Cc3ccccc3)no2)CC1	6	-3	-0.8	10	-2	5	-2	1	-1.2
CC1(c2cccc3ccccc23)NC(=O)N(CC(=O)NC2CCS(=O)(=O)C2)C1=O (stereo not given)	2	-14	-0.1	-6	3	-4	-6	-18	-0.2
O=C(C1Cc2ccccc2CN1S(=O)(=O)c1cccs1)N1CCCCCC1 (stereo not given)	-18	3	0.1	-8	-4	-3	4	-10	-0.7

Carrying on:
SMILES	SKN-1 block	FAS TE block	Tb MetRS inh	PABP1 MLLE inh	MT1-MMP act inh	E coli Lon inh	bovine MsrA act	NRP1-CendR mod	MsrA inhibitor
O=c1ccn([C@@H]2O[C@H](COS(=O)(=O)O)[C@@H](O)[C@H]2O)c(=O)[nH]1	-4	-9	-0.5	-5	16	-1	-12	0	-0.9
CCc1nnc(NC(=O)CCC(=O)N2CCN(S(=O)(=O)c3ccc(OC)cc3)CC2)s1	-4	-8	-0.2	-2	-1	5	-4	16	-1.2
CN1CCN(CCCNC(=O)C2CC(=O)N(C3CCCCC3)C2)CC1 (stereo not given)	-14	-13	-0.1	9	3	5	0	0	0.8
Cc1ccc(C2CC(=O)C(C=NCCN3CCN(CC(=O)Nc4cc(C)cc(C)c4)CC3)=C(O)C2)cc1 (stereo not given)	9	-4	-0.5	2	-2	-5	-3	-6	0.5
CCCCCCCCCC(=O)N/N=C(\C)c1cccnc1	26	3	0.3	2	6	0	1	1	-0.9
Cc1noc(C)c1COc1ccc(C(=O)NCCc2ccc(S(N)(=O)=O)cc2)cc1	6	-6	-0.5	4	6	1	-5	4	0.6
OC[C@@H](O)[C@H](O)C(/C=N/Nc1ccccc1)=N\Nc1ccccc1	8	5	0.2	18	5	-4	0	-19	2.1
C(=N\n1cnnc1)/c1cccc(Oc2ccccc2)c1	16	-8	0.2	12	2	-12	0	2	0.5
Cc1ccc(NC(=O)Cn2nnc(C(=O)NCc3ccco3)c2N)cc1	-6	-9	0.1	4	1	-6	-1	9	-0.9
CSc1nc(COC(=O)NC(C)C)c(COC(=O)NC(C)C)n1Cc1ccccc1	-10	0	-0.4	1	2	2	-2	-3	0.3
Nc1c2c(=O)[nH]c(O)cc2nn1-c1ccccc1	8	-3	0.0	3	-6	-1	-3	18	-0.7
C[C@]12c3[nH]c4cc(-c5ccco5)ccc4c3CCN1C(=O)[C@@H](CC(=O)NCCCn1ccnc1)C[C@@H]2C(=O)N1CCCCC1	11	-14	-0.3	3	-2	-3	-1	-19	1.7
CC1CCCCC1NC(=O)COC(=O)c1ccc(S(=O)(=O)N2CCOCC2)cc1 (stereo not given)	13	-2	0.2	1	-4	-7	-1	-3	-1.5
Cc1ccc(S(=O)(=O)N2CCN(C(=O)COC(=O)c3ccc(Cl)c(S(N)(=O)=O)c3)CC2)c(C)c1	6	0	0.1	-127	-5	-14	0	-6	-0.2
COc1cc(C(=S)N2CCOCC2)cc(OC)c1OC(=O)c1ccccc1Cl	12	8	-0.4	15	2	-3	0	0	-0.5
Cc1ccc(C)c(OCCC(=O)OCC(=O)Nc2ccc(Cl)cn2)c1	-4	14	-0.3	2	-3	1	-6	-20	0.6
O=C(CCc1ccccc1)N1CCCC(Nc2ccc(F)cc2)C1 (stereo not given)	21	1	0.4	11	0	-5	-2	2	1.8
CN(CCN1CCOCC1)C(=O)c1cc(COc2ccc(F)cc2Cl)on1	7	-7	-0.1	8	0	0	-3	3	-0.6
Cc1occc1-c1nnc(SCC(=O)N2CCCCC2)o1	-10	-12	-0.5	12	0	0	-8	5	1.1
COc1ccc2nc(NC(=O)Cc3ccc(OC)c(S(=O)(=O)N4CCOCC4)c3)sc2c1	-8	-2	-0.7	0	0	-12	-2	8	0.4
CC(=O)c1c(C)[nH]c(C(=O)N2CCN(c3ccccn3)CC2)c1C	4	-6	0.1	-3	4	-3	-1	3	0.2
Fc1ccc(CN2CCCN(Cc3nc(-c4ccc5c(c4)OCO5)no3)CC2)cc1	12	8	-0.3	4	-2	-5	-3	7	0.8
CN(Cc1ccccc1)C(=O)COC(=O)CCNC(=O)c1ccccc1Cl	3	-3	0.4	-6	5	3	0	-9	1.1
CCN(CC)CCNC(=O)c1ccc(NC(=O)c2ccc(F)cc2F)cc1	-4	-7	0.4	4	-1	4	-1	18	1.2
CCOC(=O)N1CCN(C(=O)c2noc3c2COc2ccccc2-3)CC1	8	-3	-0.1	2	-4	-6	-4	14	1.3

Rewritten as labelled records: entries from further up.
Cc1ccc(C2CC(=O)C(C=NCCN3CCN(CC(=O)Nc4cc(C)cc(C)c4)CC3)=C(O)C2)cc1 (stereo not given)
  SKN-1 block = 9
  FAS TE block = -4
  Tb MetRS inh = -0.5
  PABP1 MLLE inh = 2
  MT1-MMP act inh = -2
  E coli Lon inh = -5
  bovine MsrA act = -3
  NRP1-CendR mod = -6
  MsrA inhibitor = 0.5

CCCCCCCCCC(=O)N/N=C(\C)c1cccnc1
  SKN-1 block = 26
  FAS TE block = 3
  Tb MetRS inh = 0.3
  PABP1 MLLE inh = 2
  MT1-MMP act inh = 6
  E coli Lon inh = 0
  bovine MsrA act = 1
  NRP1-CendR mod = 1
  MsrA inhibitor = -0.9

(listing goes on)
SMILES	SKN-1 block	FAS TE block	Tb MetRS inh	PABP1 MLLE inh	MT1-MMP act inh	E coli Lon inh	bovine MsrA act	NRP1-CendR mod	MsrA inhibitor
Cc1c(NC2=CC(=O)CCC2)c(=O)n(-c2ccccc2)n1C	3	-4	-0.4	10	-4	-3	0	-1	0.7
COc1cc(SC)ccc1C(=O)Nc1ccccn1	34	-1	-0.8	-1	3	2	-1	2	0.6
CCc1ccccc1OCC(=O)OCC(=O)N1CC(=O)Nc2ccccc21	-15	-1	-0.5	13	5	-18	-8	-2	0.0
COc1cc2nc(CN3CCOCC3)n(CC(=O)N3CCCCCC3)c(=O)c2cc1OC	-14	-6	-0.5	7	6	-9	-15	3	0.4
CC(NC(=O)COC(=O)c1cccc(S(=O)(=O)N2CCCC2)c1)c1ccccc1 (stereo not given)	8	-2	0.2	-4	-2	2	-8	-2	-0.3
Cc1c(Cl)cccc1NC(=O)Nc1ccn(C)n1	7	-6	-0.1	1	-3	1	-1	5	-0.4
C/C(=C\c1ccc(C(=O)O)cc1)c1ccc2c(c1)C(C)(C)CCC2(C)C	0	73*	-0.7	0	-4	-7	-2	-25	-0.2
COC(=O)CNC(c1ccccc1)c1cc(Br)ccc1NC(=O)OCc1ccccc1 (stereo not given)	-14	28	-0.1	1	-18	-6	-4	9	2.7
CCn1c(COc2ccccc2OC)nnc1SCC(=O)NC1CCCC1	14	-6	0.4	7	2	-2	-2	0	-0.1
C/C(=C\C(=O)O)CC(=O)O	7	-9	0.0	4	4	2	-1	5	-1.0
Cc1cc(C)cc(C(=O)NN2CCN(C)CC2)c1	5	-8	0.0	9	1	3	-4	0	0.1
COc1ccc(C(=O)NC2CCSc3ccccc32)cc1 (stereo not given)	5	-3	-0.2	0	2	-7	-6	10	-0.9
C[C@H](CO)N1C[C@H](C)[C@@H](CN(C)C(=O)c2ccc3c(c2)OCO3)Oc2cc(/C=C/c3ccccc3)ccc2S1(=O)=O	7	26	-1.2	5	-7	-3	-7	-1	4.5
COc1cc(C(=O)N/N=C(\Cc2ncc[nH]2)c2ccccc2)cc(OC)c1OC	-6	-12	-0.7	6	7	-3	-2	1	-0.1
C[N+](C)(C)CCOc1ccc([N+](=O)[O-])cc1	-18	-8	-0.7	-18	3	11	-5	-10	0.5
CCN(C(=O)COC(=O)c1ccc(Cl)nc1)C1CCS(=O)(=O)C1 (stereo not given)	-1	-14	-1.2	10	-1	6	-10	7	-0.1
CCCCCOc1cccc(C2C(C(=O)c3cccs3)=C(O)C(=O)N2CCN2CCOCC2)c1 (stereo not given)	-1	7	-0.4	16	3	0	-9	-11	0.8
O=S(=O)(NCC1CCCO1)c1cc(Cl)ccc1Br (stereo not given)	4	-7	-0.4	-3	0	-7	-3	-6	0.9
CCOC(=O)c1c(NC(=O)C2COc3ccccc3O2)sc2c1CCN(Cc1ccccc1)C2 (stereo not given)	8	25	-0.9	4	-5	-4	-6	7	0.6
